High-throughput results as filed in PubChem.
TNAP inhibition: inhibition of tissue-nonspecific alkaline phosphatase – biochemical, luminescent (AID 518). purified TNAP enzyme, luminescent substrate readout; higher % means a stronger effect. inhibition, % at 20 µM; hits with a dose series show IC50 in µM. 64,000 tested, 0.09% active; in the data active = a potency from the dose series; inactive = the rest, 99 in 100 with inhibition below about 22%;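 note: plate controls were vehicle for no effect and reference inhibitor for full effect; many of its hits are not listed in these tables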
LYP phosphatase: LYP phosphatase inhibitors, primary screen, biochemical, DiFMUP fluorescence, recombinant catalytic domain, 10 µM (AID 606); 52,000 tested, under 10 active; inhibition, % at 10 µM, or IC50 in µM where a hit was titrated; recombinant LYP catalytic domain, DiFMUP fluorescence; higher % means a stronger effect;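 active = IC50 under 40 µM in the dose-response test; inactive = IC50 of 40 µM or more, or never dose-tested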
HPDE-C7 viability: HPDE-C7 pancreatic duct cell viability loss – fluorescence, HTS (AID 430). HPDE-C7 pancreatic duct cells viability, fluorescence; higher % means a stronger effect. cytotoxicity, % at 10 µM; hits with a dose series show EC50 in µM. 63,000 tested, 1.8% active;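 note: cells exposed to compound for 48 hours before viability readout; 0% = vehicle and 100% = reference cytotoxic drug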
HT1080 viability: HT1080 cell viability loss – fluorescence readout (AID 620). HT1080 viability, fluorescence; higher % means a stronger effect. one-dose cytotoxicity, % at 10 µM; EC50 in µM for titrated hits. 87,000 tested, 0.42% active;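 note: cells exposed to compound overnight then 4 h with Alamar Blue; 0% = vehicle DMSO and 100% = killing control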
Spn DPM-DC inh: inhibitors of Streptococcus pneumoniae diphosphomevalonate decarboxylase | calls only at 10 µM | 65,000 tested, 0.49% active | purified DPM-DC, PK/LDH coupled NADH fluorescence | AID 556;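 active = the 320 compounds with the highest percent inhibition in the single-dose primary screen, excluding strongly autofluorescent ones, cut at about 32% in these data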;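 note: kinetic rate of NADH fluorescence loss reporting ADP formed by the decarboxylase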
HPDE-C7K KRASV12: viability loss of HPDE-C7K cells – cell-based, fluorescence, HTS, primary screen (AID 431). HPDE-C7K KRASV12 cells, Alamar Blue viability, 48 h; higher % means a stronger effect. cytotoxicity, % at 10 µM; hits with a dose series show EC50 in µM. 63,000 tested, 1.7% active;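 active = compounds whose percent cytotoxicity in the single-dose primary screen, scaled between solvent and toxic-drug controls, exceeds 50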;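 note: 0% = DMSO solvent wells and 100% = doxorubicin-treated wells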
PMK inhibit: blocks S. pneumoniae phosphomevalonate kinase | inhibition, % at 10 µM | purified PMK, PK/LDH-coupled NADH absorbance 340 nm | 65,000 tested, 0.49% active;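 active = top-ranked compounds by inhibition in the single 10 µM screen, taking a fixed number of the strongest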;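 note: 0% = full reaction with DMSO carrier and 100% = background rate without enzyme reaction; no value below 0 was filed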
Spn MK inh: inhibitors of Streptococcus pneumoniae mevalonate kinase. inhibition, % at 10 µM. purified MK, PK/LDH-coupled NADH absorbance 340 nm. 65,000 tested, 0.48% active;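 active = ranked among the strongest by inhibition in the single 10 µM screen, a fixed top-ranked set picked for dose follow-up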; note: no value below 0 was filed
Bfl-1 displacement: displacement of Bid BH3 peptide from Bfl-1 – biochemical, fluorescence polarization, FITC-Bid, mouse, primary screen (AID 432). FITC-Bid BH3 peptide fluorescence polarization displacement; higher % means a stronger effect. displacement, % at 20 µM; hits with a dose series show IC50 in µM. 64,000 tested, 0.02% active; in the data active = a potency from the dose series; inactive = the rest, 99 in 100 with displacement below about 15%; note: strong numbers were not always called active
PMK inhibit pilot replicates: recorded beside PMK inhibit, whose call it bears; inhibition, %; measured here: pilot screen replicates
Spn MK inh pilot replicates: also measured in Spn MK inh; calls as there; inhibition, %; measured here: pilot screen replicates
Spn DPM-DC inh pilot screen %: further read-out of Spn DPM-DC inh, marked with its call; inhibition, %; measured here: pilot screen trials
An asterisk follows results filed as active; i = inactive; · = not tested or not shown. Cut-off read from the data, not from the text of the source, unless noted: active = cytotoxicity above about 50%; inactive = the rest. Outcome played no part in choosing rows; about 3.5% have a hit in one of these screens.

SMILES | TNAP inhibition | LYP phosphatase | HPDE-C7 viability | HT1080 viability | Spn DPM-DC inh | HPDE-C7K KRASV12 | PMK inhibit | PMK inhibit pilot replicates | Spn MK inh | Spn MK inh pilot replicates | Bfl-1 displacement | others
CC(=O)N(C(C)=O)c1ncc2c([nH]c3ccccc32)c1C#N | 8% | · | 11% | 8% | · | 1% | 2 | 1.0 | 11 | 3.5 | 1%
Cc1ccccc1-c1nnc(-c2ccccc2)o1 | 10% | · | -8% | -19% | i | 4% | 8 | · | 5 | · | -4%
CCOC(=O)c1[nH]nc(N)c1NC(=O)c1ccc(Cl)cc1Cl | 11% | -7% | -11% | -11% | i | 3% | 16 | 0.0 | 8 | 0.0 | 5% | Spn DPM-DC inh pilot screen %=0.0
COC(=O)c1[nH]c2ccc(C)cc2c1NC(=O)CN1CCN(Cc2ccccc2)CC1 | 15% | · | 2% | -8% | i | 8% | 0 | · | 12 | · | 4%
CCCOc1nc2c(c(=O)n(C)c(=O)n2C)n1CC | 5% | · | -13% | -5% | i | -1% | 0 | · | 11 | · | -8%
Cn1c(=O)[nH]c(=O)c2c1nc(N1CCc3ccccc3C1)n2CCSc1nc2ccccc2s1 | 3% | 6% | -1% | 2% | i | -18% | 8 | 0.5 | 2 | 0.0 | 2% | Spn DPM-DC inh pilot screen %=0.0
OCCOCCOCCn1c2ccccc2c2ccccc21 | 23% | -2% | -3% | -2% | i | 6% | 10 | · | 12 | · | -1%
COCCCNC(=O)CCSc1ccc(Cl)cc1 | 6% | 9% | 0% | 19% | i | 1% | 3 | · | 2 | · | 1%
CCCCn1cnc2c1c(=O)n(CC(=O)c1cc(C)n(C)c1C)c(=O)n2CC(C)C | 6% | 8% | 11% | -1% | i | 9% | 9 | · | 0 | · | -1%
O=C(CN1C(=O)NC(Cc2ccccc2)C1=O)Nc1ccc(F)cc1 (centres undefined) | 8% | 8% | 4% | 1% | i | 2% | 19 | · | 0 | · | 1%
Cn1nnnc1Sc1ncnc2scc(-c3ccc(F)cc3)c12 | 6% | 1% | 5.2µM* | 20% | i | 5.3µM* | 29* | · | 5 | · | -8%
CCOC(=O)CSc1nc(C)cc(Oc2ccc(=O)n(C)n2)n1 | 38% | 12% | -4% | -3% | i | -2% | 19 | · | 4 | · | -8%
CCCC(C)C(=O)NCc1ccccc1OC (centres undefined) | 2% | -8% | -5% | 1% | i | -11% | 2 | · | 0 | · | 6%
Nc1nc2ccccc2n1/N=C/c1ccc(-c2ccccc2)o1 | 12% | · | · | -5% | i | · | 8 | · | 3 | · | 0%
CC(=O)NCCc1cc2ccc(C)c(C)c2[nH]c1=O | 7% | 7% | -1% | -11% | i | 3% | 4 | · | 0 | · | -5%
Cc1nnc(SCCn2c(N3CCN(C)CC3)nc3c2c(=O)[nH]c(=O)n3C)s1 | 11% | 7% | -9% | -10% | i | -10% | 8 | · | 6 | · | -3%
Cc1ccc(NCC(O)C(O)C(O)CO)cc1C (centres undefined) | 11% | 5% | 53%* | -4% | i | 8% | 2 | 3.0 | 3 | 0.0 | 1% | Spn DPM-DC inh pilot screen %=3.5
c1ccc(-c2cc3c(N4CCOCC4)ncnc3s2)cc1 | 9% | 5% | 9% | -5% | i | 15% | 1 | · | 17 | · | -3%
CCOC(=O)CN(C(=O)CSc1nnc2c(n1)[nH]c1ccc(OC)cc12)c1ccc(F)cc1 | 14% | 4% | 12% | 6% | i | 12% | 7 | · | 10 | · | 3%
COc1ccc(S(=O)(=O)NC(C(C)C)C(C)C)cc1OC | 3% | 5% | 0% | -4% | i | 4% | 0 | · | 2 | · | -1%
CC1=C(C)C(=O)N(CCC(=O)O)C1=O | 10% | · | · | 5% | i | · | 15 | · | 7 | · | 0%
CCOC(=O)c1cc2c(=O)n3cccc(C)c3nc2n(CCOC)c1=NC(=O)c1ccncc1 | 7% | -3% | 2% | 14% | i | -3% | 11 | 7.0 | 4 | 0.5 | 2% | Spn DPM-DC inh pilot screen %=16
Cn1c(=O)c2c(nc(CN3CCOCC3)n2CC(O)CO)n(C)c1=O (centres undefined) | 10% | 12% | -18% | 1% | i | 0% | 7 | 2.0 | 6 | 1.0 | 0% | Spn DPM-DC inh pilot screen %=3.5
CCC(=O)c1cc2c(cc1NC(=O)c1ccc(C)cc1)OCCO2 | 8% | 0% | -13% | · | · | -7% | 0 | · | 11 | · | 0%
Cc1noc(NS(=O)(=O)c2ccc(NC(=O)CCC3CCCC3)cc2)c1C | 6% | · | 4% | · | i | -4% | 3 | 7.5 | 7 | 1.5 | 16% | Spn DPM-DC inh pilot screen %=0.0
CCCCP(=O)(CCCC)c1ccccc1C(=O)O | 20% | 9% | -5% | 3% | i | -12% | 1 | 0.0 | 8 | 1.5 | -5% | Spn DPM-DC inh pilot screen %=3.5
O=C(CCCN1C(=O)c2ccccc2C1=O)N1CCC(c2ccccc2)C1 (centres undefined) | 15% | · | -25% | 30% | i | 4% | 6 | 0.0 | 7 | 0.0 | 5% | Spn DPM-DC inh pilot screen %=0.0
CC(C)CC(OC(=O)c1ccco1)C(=O)NC1CCCCC1 (centres undefined) | 0% | · | -5% | -1% | i | -2% | 22 | · | 0 | · | -7%
O=C1CC(c2ccco2)Cc2nc(Nc3nc(-c4ccccc4)c4ccccc4n3)ncc21 (centres undefined) | 8% | 2% | -3% | -2% | i | 2% | 10 | · | 12 | · | -3%
COC(=O)c1cc(NC(=O)C2CC=CCC2C(=O)O)cc(C(=O)OC)c1 (centres undefined) | 10% | 3% | -14% | 4% | i | -10% | 9 | 0.0 | 7 | 0.0 | 0% | Spn DPM-DC inh pilot screen %=0.0
c1ccc2c(c1)[nH]c1c(N3CCOCC3)ncnc12 | 0% | 8% | -3% | 18% | i | -3% | 2 | · | 3 | · | -3%
CCOC(=O)Cn1c2c(c(=N)c3ccccc31)CCC2 | 17% | 10% | 1% | 9% | i | 12% | 6 | 3.5 | 4 | 0.0 | 4% | Spn DPM-DC inh pilot screen %=2.5
CCC(=O)Nc1ccc(Oc2ccc3c(c2)C(=O)NC3=O)cc1 | 15% | 0% | · | -1% | i | · | 7 | · | 0 | · | -2%
CCc1nc2c(n1O)CCc1nonc1-2 | 3% | 2% | 4% | 1% | i | -2% | 11 | · | 3 | · | -5%
Cc1ccc(-c2cc(C(=O)Nc3c(C#N)cnn3C)no2)cc1 | 3% | 5% | -1% | 0% | i | -6% | 0 | · | 6 | · | -6%
CCC(c1nnnn1Cc1ccco1)N1CCN(C(=O)c2ccco2)CC1 (centres undefined) | 10% | 12% | -9% | -26% | i | -10% | 12 | · | 11 | · | -2%
COc1ccc(C2C(C(=O)NCc3ccccn3)c3cc(OC)c(OC)cc3C(=O)N2C)cc1 (centres undefined) | 5% | 2% | 5% | -1% | i | 6% | 0 | · | 8 | · | -7%
Nc1nnc(CSCc2ccc(F)cc2)s1 | 18% | 17% | -20% | -6% | i | -10% | 0 | · | 4 | · | -5%
CCOC(=O)C1=C(N)N2C(=O)C(C)SC2=C(C(=O)OCC)C1c1ccccc1 (centres undefined) | 3% | 8% | -17% | 4% | i | -5% | 0 | · | 6 | · | -3%
Cc1[nH]c(=O)cc2ccccc12 | 5% | · | -18% | 6% | i | -11% | 7 | · | 0 | · | 0%

Structures shown so far containing an NH in an aromatic ring:
SMILES | TNAP inhibition | LYP phosphatase | HPDE-C7 viability | HT1080 viability | Spn DPM-DC inh | HPDE-C7K KRASV12 | PMK inhibit | PMK inhibit pilot replicates | Spn MK inh | Spn MK inh pilot replicates | Bfl-1 displacement | others
CC(=O)N(C(C)=O)c1ncc2c([nH]c3ccccc32)c1C#N | 8% | · | 11% | 8% | · | 1% | 2 | 1.0 | 11 | 3.5 | 1%
CCOC(=O)c1[nH]nc(N)c1NC(=O)c1ccc(Cl)cc1Cl | 11% | -7% | -11% | -11% | i | 3% | 16 | 0.0 | 8 | 0.0 | 5% | Spn DPM-DC inh pilot screen %=0.0
COC(=O)c1[nH]c2ccc(C)cc2c1NC(=O)CN1CCN(Cc2ccccc2)CC1 | 15% | · | 2% | -8% | i | 8% | 0 | · | 12 | · | 4%
Cn1c(=O)[nH]c(=O)c2c1nc(N1CCc3ccccc3C1)n2CCSc1nc2ccccc2s1 | 3% | 6% | -1% | 2% | i | -18% | 8 | 0.5 | 2 | 0.0 | 2% | Spn DPM-DC inh pilot screen %=0.0
CC(=O)NCCc1cc2ccc(C)c(C)c2[nH]c1=O | 7% | 7% | -1% | -11% | i | 3% | 4 | · | 0 | · | -5%
Cc1nnc(SCCn2c(N3CCN(C)CC3)nc3c2c(=O)[nH]c(=O)n3C)s1 | 11% | 7% | -9% | -10% | i | -10% | 8 | · | 6 | · | -3%
CCOC(=O)CN(C(=O)CSc1nnc2c(n1)[nH]c1ccc(OC)cc12)c1ccc(F)cc1 | 14% | 4% | 12% | 6% | i | 12% | 7 | · | 10 | · | 3%
c1ccc2c(c1)[nH]c1c(N3CCOCC3)ncnc12 | 0% | 8% | -3% | 18% | i | -3% | 2 | · | 3 | · | -3%
Cc1[nH]c(=O)cc2ccccc12 | 5% | · | -18% | 6% | i | -11% | 7 | · | 0 | · | 0%

(further entries)
SMILES | TNAP inhibition | LYP phosphatase | HPDE-C7 viability | HT1080 viability | Spn DPM-DC inh | HPDE-C7K KRASV12 | PMK inhibit | PMK inhibit pilot replicates | Spn MK inh | Spn MK inh pilot replicates | Bfl-1 displacement | others
CN(C)c1cccc(C(=O)OCC(=O)NCc2ccco2)c1 | 14% | 6% | 2% | 0% | i | -4% | 13 | 0.5 | 4 | 2.0 | 3% | Spn DPM-DC inh pilot screen %=3.5
Cc1cnc(NC(=O)C2CCCO2)s1 (centres undefined) | 25% | 12% | -9% | 4% | i | -4% | 0 | · | 4 | · | -2%
COC(=O)C1CCN(C(=O)c2sc3nc(-c4ccccc4)cn3c2C)CC1 | 5% | · | -30% | · | i | -12% | 6 | · | 4 | · | -18%
NCCCCCc1nnc(SCc2cccc(Cl)c2)o1 | 10% | 13% | · | 0% | i | · | 6 | · | 0 | · | -1%
CCc1nnc2c3cnn(-c4ccc(C)c(C)c4)c3ncn12 | 40% | · | -12% | · | · | -16% | · | · | · | · | -6%
COc1ccc(-c2cnnn2-c2ccc(N)cc2)cc1OC | · | 4% | · | 19% | i | · | 5 | · | 0 | · | ·
COc1ccc(S(=O)(=O)NCC(c2cccnc2)N2CCN(C)CC2)cc1C (centres undefined) | 3% | 9% | 3% | 2% | i | 0% | 4 | 0.0 | 0 | 1.5 | 2% | Spn DPM-DC inh pilot screen %=1.0
COc1ccc(NC(C)=O)c2nc(C)c(C)nc12 | 14% | 5% | -13% | -7% | i | -8% | 0 | · | 2 | · | -5%
O=C(c1ccc(Br)o1)N1CCN(Cc2ccc3c(c2)OCO3)CC1 | 4% | 1% | -9% | 5% | i | -5% | 11 | · | 0 | · | 2%
Cc1ccc(S(=O)(=O)N2CCN(C(=O)C3COc4ccccc4O3)CC2)cc1C (centres undefined) | 5% | 10% | 0% | 4% | i | -4% | 6 | · | 0 | · | -8%
